NRP1-CendR mod: modulators of CendR peptide binding to NRP-1, primary screen, biochemical, fluorescence polarization, uHTS; Neuropilin-1 (Homo sapiens), O14786; FAM-RPARPAR peptide binding to NRP-1; inhibition, % at 25 µM; actives 0.85% (n = 360,000);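 active = inhibition or corrected inhibition above about 18%, plus a signal ratio from 0.5 to 1.5, limit read from the data, passing the limit was not always enough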; note: strong numbers were not always called active
Target sequence (O14786 whole entry, looked up): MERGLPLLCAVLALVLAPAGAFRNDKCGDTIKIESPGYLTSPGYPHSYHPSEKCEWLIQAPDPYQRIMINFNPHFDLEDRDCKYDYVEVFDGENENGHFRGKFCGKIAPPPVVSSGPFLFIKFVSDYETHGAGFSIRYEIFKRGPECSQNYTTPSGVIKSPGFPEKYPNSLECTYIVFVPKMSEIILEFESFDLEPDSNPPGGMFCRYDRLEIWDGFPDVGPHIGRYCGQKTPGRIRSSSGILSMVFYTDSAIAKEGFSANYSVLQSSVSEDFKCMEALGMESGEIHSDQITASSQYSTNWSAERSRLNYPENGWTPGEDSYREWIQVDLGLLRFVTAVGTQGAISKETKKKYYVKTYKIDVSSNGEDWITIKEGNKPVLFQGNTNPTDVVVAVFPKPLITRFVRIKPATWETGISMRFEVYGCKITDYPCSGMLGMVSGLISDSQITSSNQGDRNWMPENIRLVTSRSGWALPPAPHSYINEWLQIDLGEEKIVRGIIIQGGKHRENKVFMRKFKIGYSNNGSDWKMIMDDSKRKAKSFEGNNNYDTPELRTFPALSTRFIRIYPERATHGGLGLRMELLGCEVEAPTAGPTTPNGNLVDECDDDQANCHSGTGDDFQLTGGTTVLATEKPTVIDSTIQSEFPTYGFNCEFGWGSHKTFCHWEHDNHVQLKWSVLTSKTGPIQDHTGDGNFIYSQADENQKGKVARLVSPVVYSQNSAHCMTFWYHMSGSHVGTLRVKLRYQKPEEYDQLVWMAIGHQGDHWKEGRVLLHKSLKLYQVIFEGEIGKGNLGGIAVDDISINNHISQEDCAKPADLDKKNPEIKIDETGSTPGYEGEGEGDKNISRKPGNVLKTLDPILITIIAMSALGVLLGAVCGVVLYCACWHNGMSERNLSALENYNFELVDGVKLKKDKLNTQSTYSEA
Tb MetRS inh: T. brucei MetRS inhibitors, primary screen, biochemical, luminescence; purified T. brucei MetRS, ATP depletion, Kinase-Glo luminescence; inhibition, % at 11.9 µM; actives 0.4% (n = 360,000); AID 624268, 2012;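 active = inhibition above a per-plate cutoff of the control wells' mean inhibition plus 3 SD, cut at about 5.5% in these data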;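 note: 0% = DMSO wells median and 100% = median of wells with control inhibitor compound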
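technique = Kinase-Glo luminescence, ATP depletion format | system = purified MetRS (methionyl-tRNA synthetase) enzyme from Trypanosoma brucei | timing = 15 min preincubation, 2 h reaction, all 25 °C | evaluation = percent inhibition versus plate control medians | dosing = single dose, 11.9 µM final nominal, 0.9% final DMSO | also added = substrates ATP, L-methionine and bulk Escherichia coli tRNA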
SKN-1 inh: suppressors of acrylamide-induced Pgst-4::GFP reporter in worms, primary screen, SKN-1 inhibitor project, whole organism, uHTS, GFP/RFP fluorescence ratio, strain VP596; C. elegans VP596 Pgst-4::GFP/RFP ratio, 24 h; inhibition, % at 21.8 µM; actives 0.49% (n = 360,000); AID 624304, 2012;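 active = interference check ratio from 0.5 to 1.5 plus GFP to RFP signal ratio inhibition reaching or exceeding a fixed threshold, cut at about 30% in these data, passing the limit was not always enough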; note: some compounds called inactive have numbers as strong as hits
STEP inh: STEP phosphatase inhibitors, primary screen, biochemical, fluorescence intensity, uHTS; inhibition, % at 20 µM; AID 588621, 2011; actives 0.25% (n = 360,000); recombinant STEP, OMFP fluorogenic substrate;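 active = inhibition at 20 µM, scaled per plate between control wells, above about 37%, limit read from the data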;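 note: 0% = DMSO with enzyme and substrate and 100% = substrate only without enzyme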
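System: isolated STEP enzyme; schedule: 20 min enzyme reaction at room temperature, protected from light; medium: Bis-Tris buffer pH 6.0, 2.5 mM DTT, 0.005% Tween 20; signal: fluorescence, 480/540 nm; dosing: single compound dose of 20 µM, 1% DMSO final; also added: OMFP substrate, 25 µM final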
NadD inh: inhibitors of S. aureus NadD, primary screen, biochemical, colorimetric, uHTS; inhibition, % at 20 µM; actives 0.78% (n = 360,000); Nicotinate-nucleotide adenylyltransferase NadD (Staphylococcus aureus N315); AID 602399, 2012; purified NadD enzyme, colorimetric absorbance read-out; in the data active = inhibition above about 26%; note: some compounds past the cut are filed as inactive
SUMO1 PPI mod: modulators of SUMO1 protein-protein interactions, primary screen, biochemical, uHTS. Small ubiquitin-related modifier 1 (Homo sapiens), P63165. SUMO1 binding to a labelled peptide, TR-FRET, 1 h. inhibition, % at 20 µM. actives 0.33% (n = 360,000). AID 602429, 2012; in the data active = inhibition above about 37%
Target sequence (P63165 whole entry, looked up): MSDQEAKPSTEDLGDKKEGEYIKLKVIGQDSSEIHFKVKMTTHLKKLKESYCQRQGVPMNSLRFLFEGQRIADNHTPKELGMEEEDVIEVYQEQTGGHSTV
LMPTP block: LMPTP phosphatase inhibitors, primary screen, biochemical, fluorescence intensity, uHTS. Low molecular weight phosphotyrosine protein phosphatase (Homo sapiens), P24666. recombinant LMPTP-A, OMFP fluorogenic substrate. AID 651560, 2012. actives 0.22% (n = 360,000). inhibition, % at 20 µM;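 active = compounds that cut the enzyme signal by at least half of the control window in the single-dose screen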;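 note: plate controls were DMSO wells with enzyme plus substrate for no effect and substrate without enzyme for full effect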
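Test system: LMPTP-A phosphatase enzyme. Amount: LMPTP-A at 0.625 nM final in the reaction. Reagent: OMFP substrate, 400 µM final. Times: 50 min at room temperature. Signal: endpoint fluorescence intensity from OMFP dephosphorylation. Read-out basis: % inhibition. Benchmarks: no-enzyme and uninhibited controls.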
Scp-1 inhibitor: Scp-1 phosphatase inhibitors, primary screen, biochemical, colorimetric, uHTS; Carboxy-terminal domain RNA polymerase II polypeptide A small phosphatase 1 (Homo …; Recombinant Scp1, phosphopeptide, malachite green phosphate absorbance; inhibition, % at 20 µM; actives 0.88% (n = 340,000); AID 493091, 2011;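 active = inhibition above about 50% at 20 µM, limit read from the data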;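 note: plate controls were DMSO wells with enzyme for no effect and wells lacking enzyme for full effect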
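Test system: SCP-1 phosphatase catalytic domain, residues 76-261 | Compound dosing: One concentration, 20 µM, with 1.0% DMSO | Schedule: 45 min room-temperature reaction, 5 min colour, 30 min stabiliser | Detection: Absorbance at 630 nm | Read-out basis: % inhibition of SCP-1 phosphate liberation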
DNMT1 block: human DNMT1 methyltransferase inhibitors, primary screen, biochemical, molecular beacon, fluorescence, HinP1I cleavage, uHTS; AID 588458, 2011; actives 0.83% (n = 360,000); DNA (cytosine-5)-methyltransferase 1 (Homo sapiens), P26358; inhibition (reported as % activation of signal), % at 10 µM; in the data active = inhibition above about 50%
Neddyl block: inhibitors of cullin neddylation, primary screen, biochemical, TR-FRET, uHTS, NAE and Ubc12 | actives 0.58% (n = 360,000) | calls only at 25 µM; in the data active = inhibition above about 36%
Active calls of the source: *.

Screening O=C(Cn1ncc2c3ccccc3n(Cc3ccccc3)c2c1=O)NCCCN1CCCC1 returned NRP1-CendR mod 18.4, Tb MetRS inh -0.5, SKN-1 inh 5.1, STEP inh 3.7, NadD inh 4.7, SUMO1 PPI mod -23.5, LMPTP block 5.8, Scp-1 inhibitor -2.5, DNMT1 block 7.0 and Neddyl block inactive.
For O=C(O)CCS(=O)(=O)c1nc(-c2cccs2)cc(C(F)(F)F)n1 the results were NRP1-CendR mod 4.8, Tb MetRS inh -0.8, SKN-1 inh -1.0, STEP inh 0.4, NadD inh 5.0, SUMO1 PPI mod -3.6, LMPTP block -0.1, Scp-1 inhibitor -1.8, DNMT1 block -2.6 and Neddyl block inactive.
Screening CCOC(=O)CNC(=S)N(CCCN1CCCC1)Cc1cccs1 returned NRP1-CendR mod -1.9, Tb MetRS inh -0.2, SKN-1 inh 17.9, STEP inh 2.4, NadD inh -1.1, SUMO1 PPI mod -0.6, LMPTP block -0.1, Scp-1 inhibitor -6.7, DNMT1 block -2.5 and Neddyl block inactive.
For CCN(CC)S(=O)(=O)c1ccc(OC)c(NC(=S)Nc2ccc(C)c(C)c2)c1 the results were NRP1-CendR mod -14.8, Tb MetRS inh 0.9, SKN-1 inh 6.3, STEP inh 0.9, NadD inh 0.2, SUMO1 PPI mod 0.0, LMPTP block 0.7, Scp-1 inhibitor -34.5, DNMT1 block -9.2 and Neddyl block inactive.
For CCCCNC(=O)[C@@H]1CSC2c3ccc(OC)c(OC)c3C(=O)N21 (some centres undefined) the results were NRP1-CendR mod 4.5, Tb MetRS inh -1.3, SKN-1 inh -4.1, STEP inh -1.8, NadD inh -5.9, SUMO1 PPI mod -2.0, LMPTP block -0.9, Scp-1 inhibitor -0.9, DNMT1 block 0.1 and Neddyl block active.
CCn1c(SCC(=O)c2ccc(NC(C)=O)c(OC)c2)nnc1-c1ccc(NS(C)(=O)=O)cc1 was read as NRP1-CendR mod 2.1, Tb MetRS inh -0.5, SKN-1 inh 6.8, STEP inh -3.7, NadD inh -0.3, SUMO1 PPI mod 1.8, LMPTP block -1.3, Scp-1 inhibitor 12.2, DNMT1 block 4.2 and Neddyl block inactive.
Screening CCN1C(=O)CS/C1=N\c1nccs1 returned NRP1-CendR mod -9.9, Tb MetRS inh -0.8, SKN-1 inh -25.7, STEP inh -2.6, NadD inh -2.2, SUMO1 PPI mod -0.5, LMPTP block -1.4, Scp-1 inhibitor 1.7, DNMT1 block 0.5 and Neddyl block inactive.
N#C/C(=C\Nc1ccc(Cl)cn1)S(=O)(=O)c1ccccn1 was read as NRP1-CendR mod 9.7, Tb MetRS inh 0.2, SKN-1 inh -4.7, STEP inh 1.9, NadD inh 5.7, SUMO1 PPI mod 3.0, LMPTP block -1.1, Scp-1 inhibitor -3.1, DNMT1 block 0.0 and Neddyl block inactive.
For O=C1NC[C@H](CCCCN2C[C@H](Cc3ccc(O)cc3)N(CCC3CCCCC3)C(=O)C2=O)N(CCc2ccc(O)cc2)C1=O the results were NRP1-CendR mod -5.9, Tb MetRS inh -0.5, SKN-1 inh -7.6, NadD inh 17.0, SUMO1 PPI mod 4.6, LMPTP block -1.9 and Neddyl block inactive.
O=C(Nc1ccon1)Nc1cc(Cl)ccc1Cl was read as NRP1-CendR mod -1.4, Tb MetRS inh -0.3, SKN-1 inh 24.9, STEP inh -0.6, NadD inh -4.7, SUMO1 PPI mod -1.7, LMPTP block -10.0, Scp-1 inhibitor -7.6, DNMT1 block 1.1 and Neddyl block inactive.
For CCNC(=S)NNC(=O)c1cc(-c2cccnc2)nc2ccccc12 the results were NRP1-CendR mod 2.1, Tb MetRS inh -2.0, SKN-1 inh -2.6, STEP inh -0.8, NadD inh -3.3, SUMO1 PPI mod -3.1, LMPTP block -1.7, Scp-1 inhibitor 4.8, DNMT1 block 2.7 and Neddyl block inactive.
Screening COCCn1nnnc1C(c1ccc2ncccc2c1)N1CCc2ccccc21 (centres undefined) returned NRP1-CendR mod 7.4, Tb MetRS inh 0.3, SKN-1 inh 2.2, STEP inh 2.3, NadD inh -0.2, SUMO1 PPI mod -4.2, LMPTP block 0.3, Scp-1 inhibitor -6.6, DNMT1 block -7.1 and Neddyl block inactive.
`O=[N+]([O-])c1ccc(N/N=C/c2sc(N3CCOCC3)nc2-c2ccccc2)c(S(=O)(=O)Nc2ccc(Cl)cc2)c1` gave NRP1-CendR mod -55.8, Tb MetRS inh -0.2, SKN-1 inh 11.3, STEP inh -7.8, NadD inh 57.5*, SUMO1 PPI mod -18.4, LMPTP block 10.9, Scp-1 inhibitor 10.0, DNMT1 block 2.7 and Neddyl block inactive.
`Cc1cccc(C)c1NC(=O)NC1(C(=O)NCCN2CCOCC2)CCCCC1` gave NRP1-CendR mod -0.4, Tb MetRS inh -0.4, SKN-1 inh -1.7, STEP inh 1.2, NadD inh -6.9, SUMO1 PPI mod 1.7, LMPTP block -0.7, Scp-1 inhibitor -6.2, DNMT1 block -1.4 and Neddyl block inactive.
For COCCn1c(=O)[nH]c2cc(C(=O)NCCN3CCN(c4ccc(OC)cc4)CC3)ccc2c1=O the results were NRP1-CendR mod 5.3, Tb MetRS inh -0.2, SKN-1 inh -8.8, STEP inh -2.2, NadD inh -2.9, SUMO1 PPI mod 2.2, LMPTP block -1.8, Scp-1 inhibitor -6.7, DNMT1 block -0.2 and Neddyl block inactive.
`Cc1noc(NS(=O)(=O)c2ccc(NC(=O)c3cc(S(=O)(=O)Nc4ccc(F)cc4)ccc3Cl)cc2)c1C` gave NRP1-CendR mod -12.7, Tb MetRS inh -0.8, SKN-1 inh 1.4, STEP inh -4.7, NadD inh 10.0, SUMO1 PPI mod 10.4, LMPTP block 1.0, Scp-1 inhibitor 0.4, DNMT1 block -1.5 and Neddyl block inactive.
For O=C(O)C1CC=CCC1C(=O)NCCCCc1ccccc1 (centres undefined) the results were NRP1-CendR mod 4.4, Tb MetRS inh -0.2, SKN-1 inh -20.8, STEP inh 2.9, NadD inh -2.9, SUMO1 PPI mod 5.1, LMPTP block -1.5, Scp-1 inhibitor -1.4, DNMT1 block 0.7 and Neddyl block inactive.
Screening COc1cc(O)c(C(CC(=O)N2CCOCC2)c2cc(OC)c(OC)c(OC)c2)c(OC)c1 (centres undefined) returned NRP1-CendR mod 7.4, Tb MetRS inh -0.2, SKN-1 inh 2.9, STEP inh -1.5, NadD inh 3.0, SUMO1 PPI mod 4.4, LMPTP block 0.6, Scp-1 inhibitor -4.4, DNMT1 block 0.0 and Neddyl block inactive.
COc1ccc(N2C(=O)/C(=C\c3ccco3)N=C2SCC(=O)NC(C)C)cc1Cl was read as NRP1-CendR mod -13.2, Tb MetRS inh -1.1, SKN-1 inh 2.2, STEP inh -9.7, NadD inh -0.3, SUMO1 PPI mod -2.6, LMPTP block -0.5, Scp-1 inhibitor -5.1, DNMT1 block -6.5 and Neddyl block inactive.
Screening CCCNS(=O)(=O)c1ccc(CCC(=O)N2CCCCC2)cc1 returned NRP1-CendR mod 4.3, Tb MetRS inh -2.4, SKN-1 inh -13.1, STEP inh 0.6, NadD inh -1.6, SUMO1 PPI mod 0.7, LMPTP block -0.7, Scp-1 inhibitor -6.0, DNMT1 block -1.6 and Neddyl block inactive.
For CC(Sc1nn(-c2ccc(F)cc2)c(=S)s1)C(=O)c1c(N)n(C)c(=O)n(C)c1=O (centres undefined) the results were NRP1-CendR mod 8.9, Tb MetRS inh -0.5, SKN-1 inh -0.2, STEP inh -0.5, NadD inh -9.0, SUMO1 PPI mod 6.1, LMPTP block 1.6, Scp-1 inhibitor -12.8, DNMT1 block -2.3 and Neddyl block inactive.
`CCC(=O)O/N=C(\N)c1ccc(Oc2cc(C)c(Cl)c(C)c2)c([N+](=O)[O-])c1` gave NRP1-CendR mod -24.7, Tb MetRS inh -0.9, SKN-1 inh -2.6, STEP inh 0.2, NadD inh -11.2, SUMO1 PPI mod -7.7, LMPTP block 1.7, Scp-1 inhibitor 6.5, DNMT1 block 0.6 and Neddyl block inactive.
`CCc1ccc(N2CC(C(=O)OCC(=O)Nc3ccccc3C)CC2=O)cc1` (centres undefined) gave NRP1-CendR mod 14.8, Tb MetRS inh -0.2, SKN-1 inh 2.1, STEP inh 3.6, NadD inh -0.5, SUMO1 PPI mod -1.1, LMPTP block -1.9, Scp-1 inhibitor 45.7, DNMT1 block -0.7 and Neddyl block inactive.
COc1ccc(-n2ccc(=O)c(C(=O)Nc3ccc(S(=O)(=O)Nc4nccs4)cc3)n2)cc1 was read as NRP1-CendR mod 1.7, Tb MetRS inh 0.5, SKN-1 inh 25.2, STEP inh 1.1, NadD inh 16.4, SUMO1 PPI mod -6.0, LMPTP block 7.4, Scp-1 inhibitor 1.1, DNMT1 block 4.2 and Neddyl block inactive.
`CSc1ccccc1NC(=O)COC(=O)Cn1cc(C(F)(F)F)ccc1=O` gave NRP1-CendR mod 9.3, Tb MetRS inh -0.3, SKN-1 inh 0.2, STEP inh -2.2, NadD inh -0.7, SUMO1 PPI mod 1.3, LMPTP block -0.3, Scp-1 inhibitor -4.8, DNMT1 block 2.4 and Neddyl block inactive.
COC(=O)N/N=C/c1cn(CCOc2ccc(OC)cc2)c2ccccc12 was read as NRP1-CendR mod -0.3, Tb MetRS inh -0.4, SKN-1 inh -16.4, STEP inh 3.2, NadD inh -5.5, SUMO1 PPI mod -2.2, LMPTP block 1.1, Scp-1 inhibitor -13.2, DNMT1 block -3.6 and Neddyl block inactive.
Screening Cc1ccc(NC(=O)CCc2nc3ccccc3[nH]2)cc1C returned NRP1-CendR mod 3.0, Tb MetRS inh -0.5, SKN-1 inh -10.2, STEP inh -0.4, NadD inh -1.6, SUMO1 PPI mod -1.6, LMPTP block -0.6, Scp-1 inhibitor -4.1, DNMT1 block 3.0 and Neddyl block inactive.

From PubChem
